Screens (PubChem)
CIT2-GFP yeast: yeast TOR pathway CIT2-GFP modulation; S. cerevisiae CIT2-GFP strain, flow cytometry, 3 h; 100 means same as DMSO wells; GFP response vs DMSO, % at 10 µM; 320,000 compounds, 0.065% hits; AID 2029;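 active = GFP response relative to DMSO above a set limit, near the screen mean plus 3 SD, cut at about 150% in these data; inconclusive = Fewer than 70 cells measured for a yeast strain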;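 also: ratio of well median GFP fluorescence to mean of DMSO wells on the plate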
AGP1 TOR yeast: alters AGP1-GFP fluorescence in TOR pathway yeast screen. S. cerevisiae AGP1-GFP multiplex flow cytometry, 3 h; GFP as percent of DMSO wells. AID 2066. GFP response vs DMSO, % at 10 µM. 320,000 compounds, 0.02% hits;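 active = GFP response relative to DMSO above a set limit, near screen average plus 3 SD, cut at about 150% in these data; inconclusive = fewer than 70 cells counted for the yeast strain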;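 also: median GFP channel fluorescence of the gated AGP1 strain per well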
GRK2 aptamer HTS: human GRK2 inhibition via aptamer displacement; P25098; bead flow cytometry, FAM-aptamer displacement from GRK2; inhibition of aptamer binding, % at 10 µM; 330,000 compounds, 0.59% hits; AID 488847;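 active = inhibition of aptamer binding above 40%, roughly 3 SD of noise, on plates passing a quality check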;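 also: median bead fluorescence of bound FAM aptamer so fluorescent compounds give negative values; no value below 0 was filed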
Target sequence (P25098 whole entry, looked up): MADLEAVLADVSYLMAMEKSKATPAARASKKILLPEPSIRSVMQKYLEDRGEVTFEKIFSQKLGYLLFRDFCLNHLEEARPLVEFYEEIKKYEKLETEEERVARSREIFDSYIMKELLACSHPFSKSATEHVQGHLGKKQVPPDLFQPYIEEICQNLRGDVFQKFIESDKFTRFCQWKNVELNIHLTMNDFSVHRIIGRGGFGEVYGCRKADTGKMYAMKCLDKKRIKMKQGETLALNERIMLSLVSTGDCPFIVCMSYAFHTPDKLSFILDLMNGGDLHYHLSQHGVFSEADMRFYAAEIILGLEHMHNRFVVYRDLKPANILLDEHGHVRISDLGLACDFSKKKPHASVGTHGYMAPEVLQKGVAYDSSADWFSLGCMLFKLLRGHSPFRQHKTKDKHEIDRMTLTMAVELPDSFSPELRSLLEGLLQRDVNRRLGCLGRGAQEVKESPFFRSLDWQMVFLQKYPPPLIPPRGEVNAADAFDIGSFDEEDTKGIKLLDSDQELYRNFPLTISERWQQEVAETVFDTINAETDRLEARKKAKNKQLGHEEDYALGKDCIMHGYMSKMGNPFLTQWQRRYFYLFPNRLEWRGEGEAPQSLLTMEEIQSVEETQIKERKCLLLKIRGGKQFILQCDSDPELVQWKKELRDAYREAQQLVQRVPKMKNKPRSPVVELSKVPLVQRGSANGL
MEX-5 binding: C. elegans MEX-5 TCR-2 RNA binding activity | Q9XUB2 | MEX-5/FITC-TCR2 RNA binding, fluorescence polarization; stronger effect = lower value | activity score (negative = inhibition of binding), % at 10 µM | 300,000 compounds, 0.38% hits;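 active = inhibition past about -25% in most replicates, and total fluorescence under double the plate's negative control median, limit read from the data; inconclusive = replicates evenly split on the limit, or fluorescence at least double controls; inactive = too little inhibition in most replicates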;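 also: 0% = DMSO and -100% = 5 µM competing unlabeled TCR2 RNA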
MCL1 BIM primary: disrupts human MCL1 binding to BIM-BH3 peptide; 320,000 compounds, 0.68% hits; GST-MCL1 / FITC-Bim-BH3 fluorescence polarization; inhibition, % at 10.9 µM;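 active = inhibition above the mean inhibition of all tested compounds plus 3 SD, set per campaign, cut at about 40% in these data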;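 also: 0% = DMSO wells and 100% = unlabeled Bim-BH3 peptide control; higher means more loss of mP so more displacement of Bim peptide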
GLD-1 RNA inh: GLD-1-TGE RNA interaction inhibition (C. elegans). purified GLD-1 + fluorescein TGE RNA, fluorescence polarization. Q17339. 320,000 compounds, 0.44% hits. inhibition, % at 5.96 µM;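 active = percent inhibition above a per-plate cutoff, the plate mean of test compounds plus 3 SD, cut at about 30% in these data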;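 also: 0% = DMSO wells with GLD-1 and probe and 100% = wells lacking GLD-1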
BCLXL inh: blocks human Bcl-xL binding to Bim BH3 peptide. Q07817. GST-Bcl-xL / FITC-Bim BH3 peptide fluorescence polarization. inhibition, % at 10.9 µM. 320,000 compounds, 0.7% hits. AID 2129;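 active = inhibition above the mean of all tested compounds plus 3 SD, cutoff set per campaign, cut at about 30% in these data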;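 also: 0% = DMSO wells and 100% = unlabeled Bim-BH3 peptide competitor; inhibitors lower millipolarization by displacing the labeled peptide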
Target sequence (Q07817 whole entry, looked up): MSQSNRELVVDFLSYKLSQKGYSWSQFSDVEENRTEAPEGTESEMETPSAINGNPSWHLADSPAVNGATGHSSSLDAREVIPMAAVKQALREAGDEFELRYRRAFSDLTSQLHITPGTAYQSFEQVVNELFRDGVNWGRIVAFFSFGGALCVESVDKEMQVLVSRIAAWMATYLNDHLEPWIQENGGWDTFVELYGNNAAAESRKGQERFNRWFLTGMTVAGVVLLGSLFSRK
Fam108B counter: Fam108B inhibition, counter-screen for RBBP9 inhibitors | recombinant Fam108B, FP-Rh probe fluorescence polarization | inhibition, % at 9.51 µM | AID 1947 | 300,000 compounds, 0.33% hits;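 active = inhibition above the screen mean inhibition plus 3 SD, computed separately per campaign, cut at about 18% in these data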;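 also: inhibitors lower polarization as less probe binds the enzyme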
VLA-4 inh: inhibition in a human VLA-4 binding assay. P13612. VLA-4 expressing cells, ligand binding flow cytometry. inhibition, % (about 7 µM as worked out from the volumes in the protocol). 330,000 compounds, 0.2% hits. AID 2557; in the data active = inhibition above about 50%
* hit, by the source's call; ? = inconclusive; . = not tested or not shown.

SMILES	CIT2-GFP yeast	AGP1 TOR yeast	GRK2 aptamer HTS	MEX-5 binding	MCL1 BIM primary	GLD-1 RNA inh	BCLXL inh	Fam108B counter	VLA-4 inh
CCOC(OCC)P(=O)(c1ccccc1)c1ccccc1	.	94	3	0.7	4	1	4	-2	1
Cc1ccnc(Cc2ccccc2)n1	95	91	2	1.2	-6	3	-1	2	17
CCCCCCS(=O)Cc1ccccc1 (stereo unspecified)	98	106	0	-0.2	-1	8	6	1	3
NC(=O)CC(NC(=O)Cc1cccc2ccccc12)c1ccc(N2CCC(N3CCCCC3)CC2)c([N+](=O)[O-])c1 (stereo unspecified)	102	98	0	-3.2	-4	3	0	6	29
CCCC(=O)N/N=C1\CS(=O)(=O)N(C)c2ccsc21	.	85	0	-1.6	-2	9	0	-2	-5
CCCCCCCNC(=O)C1(CC2CC(c3cccc(Br)c3)=NO2)CCN(C(=O)Cc2ccc(F)cc2)CC1 (stereo unspecified)	98	101	0	.	3	7	7	-10	-5
c1ccc(-c2nn[nH]n2)cc1	106	106	2	0.9	-9	-4	1	-3	4
O=[N+]([O-])c1ccc(N2CCCC2)cc1NCc1ccccc1	98	104	0	-0.2	-7	3	-4	1	-4
NNC(=O)c1nc(-c2ccccc2)cc(-c2ccccc2)n1	98	88	2	0.3	.	.	.	.	2
CS(=O)(=O)N(CC(=O)NCCSCc1ccccc1Cl)c1ccccc1F	102	105	2	2.9	5	-2	1	5	10
N#C/C(=C\c1ccc(N2CCOCC2)o1)C(=O)NCC1CCCO1 (stereo unspecified)	104	99	0	?	-321	-224	-149	-1	-6
COc1ccc(-c2ccc3c(c2)S(=O)(=O)c2cccc(C(=O)NCc4ccccc4Cl)c2C3=O)cc1OC	99	101	1	.	26	-7	0	.	11
O=C(c1ccc([N+](=O)[O-])s1)N1CCN(c2cccc(Cl)c2)CC1	102	102	0	-2.8	-12	2	-1	8	-18
Clc1ccc(-c2nc3ccccn3c2CN2CCSCC2)cc1	100	104	0	-0.6	-5	0	6	-5	1
O=C(Cc1ncc(C(F)(F)F)cc1Cl)NCc1cccnc1	105	99	4	-2.9	15	2	15	0	5
Cc1ccc2nc(NC(=O)COC(=O)c3ccc(Br)o3)sc2c1	91	.	5	.	-8	-2	2	0	-3
CC(C)(Cc1ccc(O)cc1)NC(=O)CC(=O)N/N=C/c1ccc([N+](=O)[O-])cc1	98	100	0	0.1	1	-4	2	1	3
CCCCNS(=O)(=O)c1ccc(OC)cc1	101	96	0	-1.0	-4	-7	6	-1	7
O=c1c(C/C=C/c2ccccc2)c(O)ccn1Cc1cccc(Cl)c1	90	101	1	1.2	6	0	4	0	0
CCOc1ccc(S(=O)(=O)Nc2cc(NS(=O)(=O)c3ccc(OCC)cc3)cc(C(=O)O)c2)cc1	99	104	10	.	.	2	.	.	5
COc1ccc(NC(=O)CN(C)CC(=O)Nc2cccc(C(C)=O)c2)cc1	97	96	1	-4.8	-5	1	-1	-4	14
COc1ccc(C)cc1CN1C(=O)c2ccccc2C1=O	115	102	3	-4.3	2	3	4	-4	-6
O=C(COc1ccc(S(=O)(=O)NC2CCCCC2)cc1)N1CCN(c2ccc(F)cc2)CC1	94	98	5	.	4	2	-1	5	-7
C=CCOc1ccccc1/C=C/C(=O)O	114	95	2	0.1	4	4	5	1	12
COc1ccccc1N1CCN(CCN(C(=O)C2CCCCC2)c2ccccn2)CC1	93	93	3	2.5	7	2	7	-4	-10

(list continues)
SMILES	CIT2-GFP yeast	AGP1 TOR yeast	GRK2 aptamer HTS	MEX-5 binding	MCL1 BIM primary	GLD-1 RNA inh	BCLXL inh	Fam108B counter	VLA-4 inh
CCOC(=O)Cn1nnc(-c2cccc(OC)c2)n1	94	99	0	0.0	2	-2	2	-1	7
Cc1ccc(-c2ccc(OC(=O)c3ccc(=O)[nH]c3)c(C)c2)cc1	106	107	2	-3.1	-18	3	-8	0	4
CC(C)N(Cc1nc(-c2ccccc2)no1)C(=O)CN1C(=O)c2ccccc2C1=O	112	112	3	-0.8	6	5	5	0	-4
COc1ccc(/C=N/NC(=O)c2ccn[nH]2)cc1CN1CCOCC1	97	98	0	1.3	-1	-7	-2	-2	-8
COc1cc(NS(=O)(=O)c2ccc(F)cc2)c(OC)cc1NC(C)=O	112	82	0	3.1	4	1	3	-3	1
COc1ccc(NC(=O)Nc2ccc3c(c2)C(=O)N([C@H](C)CO)C[C@H](C)[C@@H](CN(C)C(=O)NC2CCCCC2)O3)cc1	102	104	0	.	.	2	.	.	50*
O=C(C1=NN(c2ccccc2)C2C(=O)N(c3ccccc3Cl)C(=O)C12)c1ccccc1 (stereo unspecified)	95	93	0	-28*	-16	-4	12	1	9
CCC(C)[C@H](NC(=O)Nc1cccc(Br)c1)C(=O)OC (stereo partly specified)	95	91	3	-1.7	-3	1	4	-3	-10
N#CC1=C(N)Oc2c(ccc3cccnc23)C1c1cccnc1 (stereo unspecified)	108	109	5	-2.0	16	2	10	1	4
COCc1cc(=O)[nH]c(/N=C(\N)Nc2ccccc2C)n1	92	92	1	2.3	2	-3	4	3	-13
CCc1cccc(CC)c1-n1c(SCC(=O)N2CCc3ccccc3C2)nnc1-c1cccnc1	98	97	0	1.0	-23	-13	-16	3	0
CC(C)NC(=O)CN1C(=O)C(=O)c2ccccc21	94	90	0	-0.8	3	4	2	-4	4
CC(NC(=O)c1cc(Br)ccc1Br)c1ccccc1 (stereo unspecified)	104	100	2	0.0	-3	2	-1	2	-8
Cc1cccc(C)c1NC(=O)C(c1ccccc1)N1CCN(C(=O)c2ccco2)CC1 (stereo unspecified)	96	102	3	-0.2	1	6	3	-4	-5
CN1CCN(c2nc(Nc3ccccc3)nc(N)c2[N+](=O)[O-])CC1	99	80	0	-0.8	5	4	-1	4	-1
Cc1ccc(Cn2nnc3c(=O)n(CC(=O)OCc4ccccc4)cnc32)cc1	99	102	4	-0.4	-1	-2	4	-1	1
COc1ccc(C(=O)/C=C/c2ccccc2)c(OC)c1	82	89	3	-2.8	-8	5	1	0	-7
CCN(CC)CCCNC(=S)N1CCN(c2nc(-c3ccc(F)cc3)cs2)CC1	105	96	0	0.8	0	15	2	4	14
Nc1ccccc1C(=O)Nc1cccc2ccccc12	100	98	1	1.7	.	.	.	.	-15
O=C(NCc1ccccc1)[C@]1(C(F)(F)F)C[C@H](CCc2ccccc2)CCCO1	89	90	2	1.4	5	-4	1	3	-3
O=C(CNC(=O)c1ccco1)Nc1ccc2c(c1)OCCO2	90	100	2	-2.5	-4	6	2	3	-6
CN(CCC#N)C(=O)CSc1nc2scc(-c3ccccc3)c2c(=O)[nH]1	94	93	2	2.3	-8	0	0	-1	9
COc1ccc(-c2n[nH]c(C)c2-c2ccc(OC)c(OC)c2)c(O)c1	78	84	.	-2.6	-1	3	0	-1	13
COc1ccc(S(=O)(=O)Nc2ccc3c(c2)OCO3)cc1C	96	97	6	0.3	15	3	6	-2	-6
Cc1cc(Nc2ccccc2)nc2cc(O)ccc12	105	112	0	1.1	0	4	5	-1	56*

Gathered by group: those above containing a CF3 group (2)
SMILES	CIT2-GFP yeast	AGP1 TOR yeast	GRK2 aptamer HTS	MEX-5 binding	MCL1 BIM primary	GLD-1 RNA inh	BCLXL inh	Fam108B counter	VLA-4 inh
O=C(Cc1ncc(C(F)(F)F)cc1Cl)NCc1cccnc1	105	99	4	-2.9	15	2	15	0	5
O=C(NCc1ccccc1)[C@]1(C(F)(F)F)C[C@H](CCc2ccccc2)CCCO1	89	90	2	1.4	5	-4	1	3	-3

(cont.)
SMILES	CIT2-GFP yeast	AGP1 TOR yeast	GRK2 aptamer HTS	MEX-5 binding	MCL1 BIM primary	GLD-1 RNA inh	BCLXL inh	Fam108B counter	VLA-4 inh
Nc1c(S(=O)(=O)c2cccc(Cl)c2)c2nc3ccccc3nc2n1/N=C/c1ccc(O)c(O)c1	110	105	2	0.0	13	3	5	77*	10
COc1cc(C(=O)Oc2cccc(C)c2)cc(OC)c1OC	107	109	1	-1.3	1	1	2	-3	10
CC(=O)NCCCC(=O)NC(CCC(=O)OCc1ccccc1)C(=O)OCc1ccccc1 (stereo unspecified)	105	100	0	-0.9	-2	11	6	-2	9
COc1cc(/C=C2\NC(=S)NC2=O)ccc1OCc1cccc(C(=O)O)c1	100	97	0	-9.1	8	-1	17	0	3
CC(=O)Nc1cc(NC(C)=O)cc(C(=O)OCC(=O)c2ccc3c(c2)OCO3)c1	114	115	3	-0.6	-10	0	-13	3	-4
COc1ccc(-c2cccc(NS(=O)(=O)c3ccccc3[N+](=O)[O-])c2)nn1	104	106	4	-1.4	7	6	1	3	0
CCNc1nc(NC(C)C)nc(OCCOC(=O)Nc2ccccc2)n1	89	95	0	1.1	-1	4	6	-3	-14
CCC(=O)Nc1ccc2nc(SCC(=O)N3CCCC3)sc2c1	92	91	0	-0.8	-3	8	3	3	5
COC(=O)c1ccc(/C=C/C(=O)OCC(=O)Nc2cc(C)on2)cc1	102	101	0	.	.	-6	.	.	1
Cc1nn(-c2ncc(C(F)(F)F)cc2Cl)c(=O)n1-c1c(F)cccc1F	97	90	0	0.4	0	2	4	4	-1
CCOc1ccc(OCc2ccc(C(=O)N3CCCC3)o2)cc1	86	91	0	-0.4	1	3	2	0	-4
CC1CCCCC1NC(=O)/C(C#N)=C/c1ccc(OCC(N)=O)cc1 (stereo unspecified)	107	108	2	-0.4	8	1	4	5	35
O=C(NCCO)c1ccc2nc(-c3ccco3)c(-c3ccco3)nc2c1	97	105	7	-39*	56*	21	43*	14	-3
Cc1ccc(S(=O)(=O)c2nc(-c3ccccc3Br)oc2N(C)C)cc1	86	90	2	-1.2	9	5	1	4	3
Cc1cccc(NS(=O)(=O)c2ccc(-c3cnc(C4CC4)o3)cc2)c1C	116	104	4	-4.1	-3	6	5	-6	13
COC(=O)Cn1ncn2c(cc3oc(C)cc32)c1=O	88	94	1	-0.6	8	10	6	2	16
Cc1cc(C)n(-c2ccc(NC(=O)C3CCCCN3C(=O)c3occc3C)cc2)n1 (stereo unspecified)	97	98	0	0.6	4	4	4	-5	1
Cc1cc(C)n2cc(CSCc3ccco3)nc2n1	95	94	2	0.0	12	0	12	1	15
O=C(O)COc1ccccc1/C=N/NC(=O)CN1CCN(Cc2ccccc2Cl)CC1	99	104	1	0.0	1	1	4	-3	-16
CC(C)(C)c1csc(NC(=O)c2ccc(Br)o2)n1	98	91	1	-1.7	-3	2	-1	0	28
COc1cccc(N2CCN(Cc3nc(N)nc(Nc4ccccc4)n3)CC2)c1	92	111	0	1.6	10	6	1	-3	0
COc1ccccc1CNC(=O)CN1C(=O)NC2(CCCCCCC2)C1=O	100	101	2	.	.	6	.	.	10
Cc1ccc(/C=N/NC(=O)CNC(=O)c2cccs2)o1	109	106	0	-2.5	5	8	1	-2	10
CNC(=S)NCc1ccc2[nH]c3c(c2c1)CCCC3	94	94	3	-3.4	10	11	9	0	1
CC1CC(C)CN(C(=O)CSc2ccsc2[N+](=O)[O-])C1 (stereo unspecified)	100	100	0	1.4	1	8	2	0	27
Cc1cccc(-n2ncc3c(NCc4cccs4)ncnc32)c1	84	97	0	-0.6	1	11	5	1	3
CC(=O)N1CCC(C(=O)Nc2ccc(S(=O)(=O)N3CCCCC3)cc2)CC1	95	102	0	1.8	-2	-1	-2	-5	19
Cn1nnnc1P(=O)(c1ccccc1)c1ccccc1	100	106	0	-0.3	1	-5	6	-5	-1
O=C(NCCCNC(=O)c1ccc(Cl)cc1Cl)c1cnccn1	101	105	0	-0.9	4	4	2	3	-2
